Bcl-B displacement = displacers of TR3 peptide from Bcl-B, primary screen, selectivity assay for Bfl-1 inhibitor project, biochemical, fluorescence polarization; one-dose displacement, % at 20 µM; IC50 in µM for titrated hits; 0.11% of 96,000 active; FP displacement of FITC-TR3 peptide from Bcl-B; higher % means a stronger effect;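 active = displacement above 50% at 20 µM plus a fluorescence interference ratio under 1.5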;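 note: plate controls were wells without compound for no effect and wells lacking Bcl-B protein for full effect; a part of the inactive calls stands beside numbers as strong as those of hits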
PLAP inhibitors HTS = inhibition of human placental alkaline phosphatase – biochemical, luminescence, HTS (AID 690) | 0.08% of 96,000 active | one-dose inhibition, % at 20 µM; IC50 in µM for titrated hits | purified PLAP, luminescent substrate; higher % means a stronger effect; in the data active = a potency from the dose series; inactive = the rest, 99 in 100 with inhibition below about 30%; note: strong numbers were not always called active
IL1B NFkB inh = blocks IL-1B driven NFkB nuclear translocation in HUVEC cells; HUVEC IL-1B NFkB p65 nuclear translocation imaging; inhibition, % at 2 µM; 0.43% of 94,000 active;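 active = inhibition above about 30% together with a positive call from visual inspection of the well image, limit read from the data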;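 note: nuclear over cytoplasmic p65 intensity ratio measured by imaging; 0% = IL-1B stimulated DMSO wells and 100% = unstimulated DMSO wells; values of inactives mirror those of a sister screen read the other way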
MRP reversal = MRP-mediated drug resistance reversal; H69AR cells + 2 uM doxorubicin, CellTiter-Glo, 72 h; differential viability (reversal), % at 10 µM; 0.04% of 85,000 active; AID 602;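 active = viability drop by adding the cancer drug above about 55%, with treated viability meeting a 40% cutoff, limit read from the data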;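 note: viability without doxorubicin minus viability with 2 µM doxorubicin for each compound; larger differential means the compound sensitizes cells more to doxorubicin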
IL1B NFkB pot = enhances IL-1B driven NFkB nuclear translocation. HUVEC IL-1B NFkB p65 nuclear translocation imaging. activation, % at 2 µM. 0.3% of 94,000 active;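 active = activation above 40%, about the mean plus 3 SD, also judged a hit on visual image review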;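 note: percent activation is computed from the nuclear over cytoplasmic p65 intensity ratio; values of inactives mirror those of a sister screen read the other way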
MRP reversal cytotoxicity = further read-out of MRP reversal, marked with its call; viability, %; H69AR cells, CellTiter-Glo, 72 h; measured here: cytotoxicity without doxorubicin
MRP reversal with doxorubicin = also measured in MRP reversal; calls as there; viability, %; measured here: viability with 2 uM doxorubicin; active compounds read low
IL1B NFkB inh cell count 2 µM = second read-out of IL1B NFkB inh, no call of its own (marks repeat the call); cell count; measured here: cells passing quality filter;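 raw number of nuclei counted in each imaged well without normalization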
IL1B NFkB pot cell count 2 µM = also measured in IL1B NFkB pot; calls as there; cell count; measured here: cells passing quality filter
The depositor's hits bear a star; . = not tested or not shown. This is a subset (hit frequency here may not be typical).

SMILES	Bcl-B displacement	PLAP inhibitors HTS	IL1B NFkB inh	IL1B NFkB inh cell count 2 µM	MRP reversal	MRP reversal cytotoxicity	MRP reversal with doxorubicin	IL1B NFkB pot	IL1B NFkB pot cell count 2 µM
CCCCS(=O)(=O)C1CCS(=O)(=O)C1 (stereo not drawn)	.	.	-8	116	8	100	92	8	116
Cc1ccccc1C(C(=O)NC1CCCC1)N(C(=O)Cc1cccs1)c1ccc2c(c1)OCCO2 (stereo not drawn)	10%	-10%	1	110	.	.	.	-1	110
Cc1ccc2nc(-c3ccccn3)cc(C(=O)N3CCN(c4ncccn4)CC3)c2c1	-6%	-8%	11	105	13	57	43	-11	105
CC(C(=O)NC(=O)NC1CCCCC1)N1CCN(c2ccccn2)CC1 (stereo not drawn)	-4%	-45%	-2	117	-17	70	87	2	117
Cc1cc(C(=O)c2ccccc2)nc2ccccc12	-15%	2%	2	134	.	.	.	-2	134
Cc1ccnc(N2C(=O)c3ccccc3C2Nc2ccc3c(c2)OCCO3)c1 (stereo not drawn)	6%	-18%	.	.	11	89	78	.	.
Cc1cc(=O)oc2cc(OC(C)C(=O)N3CCCc4ccccc43)ccc12 (stereo not drawn)	-4%	-12%	2	110	-7	75	82	-2	110
CSc1nc(C)cc(NC(N)=O)n1	-7%	10%	-1	88	-6	79	85	1	88
O=C(Nc1cc(Cl)ccc1Oc1ccccc1)c1cnccn1	2%	22%	-8	155	3	90	87	8	155
Cc1nc2nc(C)c(CCC(=O)O)c(C)n2n1	-6%	8%	0	128	3	96	93	0	128
COC(=O)C1=CN(CCCN2CCCC2=O)C=C(C(=O)OC)C1c1ccccc1C(F)(F)F	0%	-113%	-6	199	39	75	36	6	199
COc1ccc(C(=O)Nc2ccc(N3CCOCC3)cc2)cc1OC	13%	-2%	6	151	9	88	78	-6	151
COc1cc(OC)cc(-c2nc(-c3ccc(Br)cc3)no2)c1	2%	1%	-5	72	2	102	100	5	72
O=C(CSCCc1ccccn1)Nc1ccc(Br)cn1	6%	26%	-2	168	5	93	88	3	168
Cc1ccc(NC(=O)c2oc3ccccc3c2NC(=O)c2ccc3c(c2)OCO3)cc1	-1%	-16%	-5	131	2	98	96	5	131
O=C(O)c1ccccc1C(=O)NNc1ccc(F)cc1	7%	-9%	-3	166	.	.	.	3	166
CCCSc1nc(C)c(-c2csc(C(C#N)=C3CCCC3)n2)cc1C#N	-74%	3%	4	177	14	94	80	-4	177
Cc1c(Cl)cccc1-n1nnnc1-c1cccs1	8%	12%	.	.	26	93	67	.	.
CCCCN(CC)Cc1ccc(CNC(=O)Nc2ccc(F)cc2)o1	1%	-10%	.	.	-2	102	104	.	.
O=S(=O)(c1ccc(S(=O)(=O)N(Cc2ccccc2)Cc2ccco2)cc1)N1CCCC1	.	.	5	96	0	73	73	-5	96
COc1oc(-c2ccccc2)nc1C(F)(F)F	-11%	-15%	-17	130	-9	94	103	17	130
CCC(C)N1CCCC1C(=O)Nc1c(C)cc(C)cc1C (stereo not drawn)	.	.	17	111	7	97	90	-17	111
COc1ccccc1Oc1cc(F)nc(N)n1	1%	-14%	-5	138	.	.	.	5	138
CCN1CCN(Cc2nc3c(c(=O)n(C)c(=O)n3C)n2C(C)C(C)=O)CC1 (stereo not drawn)	-1%	10%	-19	137	-10	85	96	19	137
Cc1cccc(-c2nc(CN3CCCC(C(=O)NC4CCCC4)C3)c(C)o2)c1 (stereo not drawn)	-3%	-40%	-23	130	6	73	67	23	130
SMILES	Bcl-B displacement	PLAP inhibitors HTS	IL1B NFkB inh	IL1B NFkB inh cell count 2 µM	MRP reversal	MRP reversal cytotoxicity	MRP reversal with doxorubicin	IL1B NFkB pot	IL1B NFkB pot cell count 2 µM
CC(NC(=O)Cc1cccs1)C(c1cccs1)N1CCOCC1 (stereo not drawn)	.	.	-16	90	17	91	74	16	90
CS(=O)(=O)N(CC(=O)NC1CCCCC1)Cc1ccc(Cl)cc1	-2%	19%	4	176	19	100	81	-3	176
CCOc1ccc2[nH]c(=O)c(CN(CCOC)C(=O)N3CCOCC3)cc2c1	-10%	-13%	0	178	13	93	80	0	178
COc1ccc(S(=O)(=O)N2CCC(C(=O)N3CCc4ccccc4C3)CC2)cc1C	-3%	-40%	20	139	-20	67	87	-20	139
Nc1nnc(SCC(=O)c2ccc3ccccc3c2)s1	-40%	-28%	6	184	8	103	94	-6	184
COC(=O)CSc1nc2cc3c(cc2cc1C#N)OCO3	0%	7%	-1	194	-6	77	83	1	194
O=C(Oc1ccc2c(c1)OCO2)c1ccc(Br)c(S(=O)(=O)N2CCOCC2)c1	-7%	-6%	-12	136	8	84	77	12	136
O=C(CC(c1ccccc1O)N1CCCCC1)N1CCCCC1 (stereo not drawn)	-9%	-7%	15	121	.	.	.	-15	121
NCC12CC3CC(CC(O)(C3)C1)C2	12%	28%	2	191	16	94	78	-2	191
Cc1ccoc1C(=O)Nc1ccc(CC(=O)O)cc1	-6%	3%	1	35	0	90	90	-1	35
CCOC(=O)C1=C(C)NC(=O)NC1c1cccnc1 (stereo not drawn)	0%	12%	12	101	12	109	97	-12	101
Cc1ccc(C)c(NC(=O)C2(C)CC3c4ccccc4C2c2ccccc23)c1 (stereo not drawn)	0%	6%	-6	113	.	.	.	6	113
CC(C)c1ccccc1-n1c(SCC(=O)N2CCN(c3ccccc3)CC2)nnc1-c1cccnc1	7%	-52%	8	171	-17	51	68	-8	171
CC(C)C(=O)N=c1sc2cc(F)cc(F)c2n1C	4%	11%	.	.	8	91	83	.	.
COCCN(C(=O)Cc1cccs1)C(C(=O)NCc1ccc(OC)cc1)c1ccccc1 (stereo not drawn)	-2%	-15%	12	131	.	.	.	-12	131
CCOC(=O)C(CCCOc1ccc(C)cc1)C(=O)OCC	5%	-2%	.	.	-2	98	100	.	.
CC1CCCCC1NC(=O)c1cc2c(s1)CS(=O)(=O)C2 (stereo not drawn)	-6%	-17%	.	.	-1	96	97	.	.
O=C(NN=C1c2ccccc2-c2ccccc21)c1ccccn1	7%	-53%	-5	126	.	.	.	5	126
Cc1cccc(NC(=O)CSc2nnc(CCCCCNC(=O)OC(C)(C)C)o2)c1C	4%	-139%	55*	87*	9	86	78	-55	87
CC1CCCC(NC(=O)COC(=O)c2ccc3ccccc3n2)C1C (stereo not drawn)	0%	2%	-23	178	-2	90	92	23	178
Cc1cc(=O)n2ncnc2n1COCCO	-9%	-10%	-17	162	3	98	94	17	162
CC(C)(C)NC(=O)C(OC(=O)Cn1nnc(-c2ccc(F)cc2)n1)c1ccncc1 (stereo not drawn)	0%	-12%	-3	189	7	94	87	3	189
Cc1cc(NC(=O)CSc2nnc3c4c(C)c(C)sc4ncn23)no1	-23%	-8%	2	187	5	79	75	-2	187
COc1ccc(CN(CCCN2CCOCC2)C(=O)Nc2cccc(Cl)c2)cc1OC	1%	-58%	.	.	-2	61	63	.	.
O=C(Nc1ccc(NC(=O)C23CC4CC(CC(C4)C2)C3)cn1)c1ccco1	-22%	0%	-4	81	-5	64	70	4	81

Entries of single compounds as entered above. Order of screens: Bcl-B displacement | PLAP inhibitors HTS | IL1B NFkB inh | IL1B NFkB inh cell count 2 µM | MRP reversal | MRP reversal cytotoxicity | MRP reversal with doxorubicin | IL1B NFkB pot | IL1B NFkB pot cell count 2 µM
Cc1cccc(NC(=O)CSc2nnc(CCCCCNC(=O)OC(C)(C)C)o2)c1C in the list: 4% | -139% | 55* | 87* | 9 | 86 | 78 | -55 | 87
CC(C)c1ccccc1-n1c(SCC(=O)N2CCN(c3ccccc3)CC2)nnc1-c1cccnc1 in the list: 7% | -52% | 8 | 171 | -17 | 51 | 68 | -8 | 171

More records follow.
SMILES	Bcl-B displacement	PLAP inhibitors HTS	IL1B NFkB inh	IL1B NFkB inh cell count 2 µM	MRP reversal	MRP reversal cytotoxicity	MRP reversal with doxorubicin	IL1B NFkB pot	IL1B NFkB pot cell count 2 µM
COc1ccc(C(=O)N(Cc2ccco2)C(C(=O)NC2CCCC2)c2ccc(O)cc2)cc1OC (stereo not drawn)	-7%	-70%	8	148	-5	73	78	-8	148
c1ccc(COc2ccc(OCCCNC3CCCC3)cc2)cc1	-9%	-29%	7	144	2	40	38	-7	144
CCOC(=O)c1sc(NC(=O)COC(=O)c2ccco2)nc1C	-4%	-3%	2	120	-5	100	104	-2	120
Brc1ccc(OCc2nc(-c3ccccn3)n[nH]2)cc1	-10%	-123%	1	142	-43	53	96	-1	142
Cc1[nH]nc(-c2ccc(O)cc2O)c1Oc1ccccc1	3%	-68%	.	.	-11	36	47	.	.
Cc1ccnc(NC(=O)c2ccccc2NC(=O)C(C)(C)C)c1	.	.	-17	125	-26	20	45	17	125
COC(=O)c1ccc(NC(=O)CN2CCN(S(=O)(=O)c3cc(Cl)ccc3OC)CC2)cc1	-3%	-44%	-21	130	.	.	.	21	130
O=c1[nH]cnc2c1oc1ccccc12	0%	-3%	-4	84	11	91	80	3	84
CCCn1c(OC)nc2c1c(=O)n(C)c(=O)n2C	-5%	-1%	.	.	4	83	79	.	.
O=C(O)c1ccc(C(=O)O)c(C(=O)c2ccccc2)c1	-5%	2%	19	13	-15	91	106	-19	13
O=c1[nH]c(CN2CCN(Cc3ccccc3)CC2)nc2sc3c(c12)CCC3	.	.	-13	165	-8	87	95	13	165
COc1ccc(C2NC(=O)NC(C)=C2C(=O)Nc2cc(C)ccc2C)cc1OC (stereo not drawn)	-4%	2%	.	.	1	96	96	.	.
O=C(Cn1nnc(-c2ccccc2)n1)N1CCN(S(=O)(=O)c2ccc(Cl)cc2)CC1	0%	-18%	0	148	.	.	.	0	148
CC(=O)NCCn1c(SCc2ccc(C)cc2C)nc2ccccc2c1=O	6%	-152%	5	66	-28	66	94	-5	66
Clc1ccc2[nH]c3c(NCCN4CCOCC4)ncnc3c2c1	-6%	-4%	.	.	1	65	64	.	.
Cc1noc(C)c1COc1ccc(C(=O)OCC(=O)c2ccc3c(c2)OCCO3)cc1	-6%	26%	-8	188	8	98	91	8	188
O=C(OCC(=O)N1CCN(C(=O)c2ccco2)CC1)c1ccccc1C(=O)c1ccc(Cl)cc1	-4%	-25%	5	153	-2	71	74	-5	153
Cc1c(C(=O)Nc2ccncc2)sc2nc(-c3ccccc3)cn12	0%	2%	.	.	0	82	82	.	.
CCOC(=O)C1=C(C)OC(N)=C(C#N)C1c1cc2c(cc1Br)OCO2 (stereo not drawn)	-7%	-10%	-4	156	-40	30	70	4	156

Of the compounds above, these contain an aryl methoxy group:
SMILES	Bcl-B displacement	PLAP inhibitors HTS	IL1B NFkB inh	IL1B NFkB inh cell count 2 µM	MRP reversal	MRP reversal cytotoxicity	MRP reversal with doxorubicin	IL1B NFkB pot	IL1B NFkB pot cell count 2 µM
COc1ccc(C(=O)Nc2ccc(N3CCOCC3)cc2)cc1OC	13%	-2%	6	151	9	88	78	-6	151
COc1cc(OC)cc(-c2nc(-c3ccc(Br)cc3)no2)c1	2%	1%	-5	72	2	102	100	5	72
COc1oc(-c2ccccc2)nc1C(F)(F)F	-11%	-15%	-17	130	-9	94	103	17	130
COc1ccccc1Oc1cc(F)nc(N)n1	1%	-14%	-5	138	.	.	.	5	138
COc1ccc(S(=O)(=O)N2CCC(C(=O)N3CCc4ccccc4C3)CC2)cc1C	-3%	-40%	20	139	-20	67	87	-20	139
COCCN(C(=O)Cc1cccs1)C(C(=O)NCc1ccc(OC)cc1)c1ccccc1 (stereo not drawn)	-2%	-15%	12	131	.	.	.	-12	131
COc1ccc(CN(CCCN2CCOCC2)C(=O)Nc2cccc(Cl)c2)cc1OC	1%	-58%	.	.	-2	61	63	.	.
COc1ccc(C(=O)N(Cc2ccco2)C(C(=O)NC2CCCC2)c2ccc(O)cc2)cc1OC (stereo not drawn)	-7%	-70%	8	148	-5	73	78	-8	148
COC(=O)c1ccc(NC(=O)CN2CCN(S(=O)(=O)c3cc(Cl)ccc3OC)CC2)cc1	-3%	-44%	-21	130	.	.	.	21	130
CCCn1c(OC)nc2c1c(=O)n(C)c(=O)n2C	-5%	-1%	.	.	4	83	79	.	.
COc1ccc(C2NC(=O)NC(C)=C2C(=O)Nc2cc(C)ccc2C)cc1OC (stereo not drawn)	-4%	2%	.	.	1	96	96	.	.

Source: PubChem (several laboratories)
